GRK2 inh = inhibitors of human GRK2 displacing RNA aptamer | P25098 | bead flow cytometry, FAM-aptamer displacement from GRK2 | inhibition of aptamer binding, % at 10 µM | actives 0.59% (n = 330,000) | AID 488847;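 active = inhibition of aptamer binding above 40%, roughly 3 SD of noise, on plates passing a quality check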;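 note: median bead fluorescence of bound FAM aptamer so fluorescent compounds give negative values; no value below 0 was filed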
Fam108B inh = counter-screen for RBBP9 inhibitors: inhibitors of mouse Fam108B; inhibition, % at 9.51 µM; AID 1947; recombinant Fam108B, FP-Rh probe fluorescence polarization; actives 0.33% (n = 300,000);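 active = inhibition above the screen mean inhibition plus 3 SD, computed separately per campaign, cut at about 18% in these data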;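 note: inhibitors lower polarization as less probe binds the enzyme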
MEX-5 binding = C. elegans MEX-5 TCR-2 RNA binding activity | Q9XUB2 | MEX-5/FITC-TCR2 RNA binding, fluorescence polarization; active compounds read low | activity score (negative = inhibition of binding), % at 10 µM | actives 0.38% (n = 300,000) | AID 1832;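 active = inhibition past about -25% in most replicates, and total fluorescence under double the plate's negative control median, limit read from the data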;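 note: 0% = DMSO and -100% = 5 µM competing unlabeled TCR2 RNA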
CIT2 TOR yeast = modulators of TOR pathway CIT2-GFP in S. cerevisiae; S. cerevisiae CIT2-GFP strain, flow cytometry, 3 h; 100 means same as DMSO wells; actives 0.065% (n = 320,000); AID 2029; GFP response vs DMSO, % at 10 µM;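 active = GFP response relative to DMSO above a set limit, near the screen mean plus 3 SD, cut at about 150% in these data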;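 note: ratio of well median GFP fluorescence to mean of DMSO wells on the plate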
MCL1-BIM inh = inhibitors of human MCL1 binding to BIM-BH3 peptide; inhibition, % at 10.9 µM; GST-MCL1 / FITC-Bim-BH3 fluorescence polarization; actives 0.68% (n = 320,000); Q07820;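 active = inhibition above the mean inhibition of all tested compounds plus 3 SD, set per campaign, cut at about 40% in these data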;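 note: 0% = DMSO wells and 100% = unlabeled Bim-BH3 peptide control; higher means more loss of mP so more displacement of Bim peptide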
Bcl-xL primary = Bcl-xL (human) inhibition; Q07817; GST-Bcl-xL / FITC-Bim BH3 peptide fluorescence polarization; inhibition, % at 10.9 µM; actives 0.7% (n = 320,000); AID 2129;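 active = inhibition above the mean of all tested compounds plus 3 SD, cutoff set per campaign, cut at about 30% in these data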;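 note: 0% = DMSO wells and 100% = unlabeled Bim-BH3 peptide competitor; inhibitors lower millipolarization by displacing the labeled peptide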
AGP1-GFP MLPCN = modulators of TOR pathway AGP1-GFP in S. cerevisiae. S. cerevisiae AGP1-GFP multiplex flow cytometry, 3 h; GFP as percent of DMSO wells. GFP response vs DMSO, % at 10 µM. actives 0.02% (n = 320,000);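 active = GFP response relative to DMSO above a set limit, near screen average plus 3 SD, cut at about 150% in these data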;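 note: median GFP channel fluorescence of the gated AGP1 strain per well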
VLA-4 inh = inhibition in a human VLA-4 binding assay | P13612 | VLA-4 expressing cells, ligand binding flow cytometry | inhibition, % (about 7 µM as worked out from the volumes in the protocol) | actives 0.2% (n = 330,000) | AID 2557; in the data active = inhibition above about 50%
Target sequence (P13612 whole entry, looked up): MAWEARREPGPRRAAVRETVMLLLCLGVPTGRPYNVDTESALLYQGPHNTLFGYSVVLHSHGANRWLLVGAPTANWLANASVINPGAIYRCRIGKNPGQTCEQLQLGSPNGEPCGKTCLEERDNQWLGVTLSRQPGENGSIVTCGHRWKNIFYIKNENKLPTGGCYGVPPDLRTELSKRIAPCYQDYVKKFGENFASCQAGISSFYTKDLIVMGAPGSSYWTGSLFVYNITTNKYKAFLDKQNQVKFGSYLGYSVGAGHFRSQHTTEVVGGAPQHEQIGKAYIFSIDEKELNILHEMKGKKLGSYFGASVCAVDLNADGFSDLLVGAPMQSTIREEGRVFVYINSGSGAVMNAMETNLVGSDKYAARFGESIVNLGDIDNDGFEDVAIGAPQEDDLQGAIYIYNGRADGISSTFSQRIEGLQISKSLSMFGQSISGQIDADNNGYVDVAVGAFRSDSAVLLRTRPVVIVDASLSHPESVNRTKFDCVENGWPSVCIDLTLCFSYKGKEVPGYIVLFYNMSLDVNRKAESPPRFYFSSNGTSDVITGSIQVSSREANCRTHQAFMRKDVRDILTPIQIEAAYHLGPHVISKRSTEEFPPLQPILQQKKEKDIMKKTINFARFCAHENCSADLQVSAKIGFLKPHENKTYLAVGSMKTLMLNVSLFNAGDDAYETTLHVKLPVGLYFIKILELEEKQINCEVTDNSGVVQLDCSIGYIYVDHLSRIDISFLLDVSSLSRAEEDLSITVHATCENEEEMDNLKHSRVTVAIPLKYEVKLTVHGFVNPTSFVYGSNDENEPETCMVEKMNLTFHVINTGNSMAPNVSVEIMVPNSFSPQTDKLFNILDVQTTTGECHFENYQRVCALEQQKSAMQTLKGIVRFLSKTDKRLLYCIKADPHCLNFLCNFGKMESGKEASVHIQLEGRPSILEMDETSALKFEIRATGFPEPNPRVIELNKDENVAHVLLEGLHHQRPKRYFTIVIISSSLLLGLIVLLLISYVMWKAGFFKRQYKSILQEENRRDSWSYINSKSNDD
GLD-1 TGE inh = GLD-1-TGE RNA interaction inhibition (C. elegans); Q17339; purified GLD-1 + fluorescein TGE RNA, fluorescence polarization; inhibition, % at 5.96 µM; actives 0.44% (n = 320,000);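 active = percent inhibition above a per-plate cutoff, the plate mean of test compounds plus 3 SD, cut at about 30% in these data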;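 note: 0% = DMSO wells with GLD-1 and probe and 100% = wells lacking GLD-1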
An asterisk follows results filed as active; . = no result given. Not a hit list; about 2.2% have a hit in one of these screens.

SMILES	GRK2 inh	Fam108B inh	MEX-5 binding	CIT2 TOR yeast	MCL1-BIM inh	Bcl-xL primary	AGP1-GFP MLPCN	VLA-4 inh	GLD-1 TGE inh
CCOC(=O)c1ccc(NC(=O)CNS(=O)(=O)c2ccccc2)cc1	0	2	1.3	101	-6	-1	108	5	0
CCC1=Nc2cc(C(=O)NCc3ccco3)ccc2Sc2ccccc21	8	-4	2.5	99	3	1	103	17	-1
CCc1ccc(N=C2NC(=O)CS2)cc1	0	0	-2.9	100	8	7	100	6	0
Cc1cc(Br)cc2c1N(C)C(=O)C2(c1ccc(O)cc1)c1ccc(O)cc1	2	-4	-1.8	96	-3	-4	114	-3	9
Cc1ccccc1NC(=O)CC(=O)Nc1ccccc1C	3	1	0.4	105	6	-1	103	-2	-9
O=C(COC(=O)Cc1n[nH]c(=O)c2ccccc12)NNC(=O)c1ccc(Br)cc1	0	.	.	85	.	.	91	3	4
CC1CN(C(=O)COC(=O)c2cc(S(N)(=O)=O)c(Cl)cc2Cl)CC(C)O1 (centres undefined)	0	0	1.5	102	5	3	105	7	-3
CCc1ccn2cc(-c3ccc4c(c3)OCO4)nc2c1	0	0	1.1	100	-3	2	99	2	4
Cc1ccc(C)c(N2CCN(CCCNC(=O)Cn3c(=O)c4cccn4c4cccnc43)CC2)c1	0	-4	3.6	104	6	9	95	16	2
COc1cc(C(=O)Oc2ccc(/C=N/NC(=O)c3ccncc3)cc2)cc(OC)c1OC	0	-3	-5.0	104	5	3	97	-2	9
COCCSc1nnc(NC(=O)Cc2ccc(OC)c(OC)c2)s1	0	-5	-1.9	106	5	5	100	0	-4
O=C(COc1ccc(C(=O)c2ccccc2)cc1)NCC(=O)Nc1ccccc1Br	1	-1	-3.2	101	4	5	97	2	6
CCOc1ccc(-n2c(=O)c3sccc3n(CC(=O)NCCc3ccc(OC)c(OC)c3)c2=O)cc1	11	1	-0.1	90	-2	3	107	-2	7
COc1ccc(N2CCN(C(=O)c3ccc4c(c3)NC(=O)C(CSCc3ccc(C)cc3)N4)CC2)cc1 (centres undefined)	2	3	0.2	99	-8	-8	100	-12	-24
N#Cc1ccc(S(=O)(=O)N2CCN(c3ncccn3)CC2)cc1	4	2	-0.8	90	-4	2	103	8	0
CCOc1ccc(N(CC(=O)N2CCN(c3ccccc3)CC2)S(=O)(=O)c2c(C)noc2C)cc1	0	0	1.4	100	-6	-1	107	13	2
CCC(=O)OCCNc1cc(Sc2nccn2C)c2nonc2c1[N+](=O)[O-]	3	2	-2.5	83	1	6	82	23	0
C/C=C(/C)C(=O)OC1Cc2c(ccc3ccc(=O)oc23)OC1(C)C (centres undefined)	0	-1	1.7	88	0	1	25	21	9
COc1ccc(NC(=O)CN2C(=O)NC(c3ccccc3)(c3ccccc3)C2=O)cc1OC	3	-1	-1.7	103	-2	-2	103	-3	4
Cc1cc2n(c(=O)c1C#N)CCCN2c1ccccc1	0	2	-0.3	89	6	4	102	5	9
CCOC(=O)C1C(c2cccc(F)c2)NC(=S)NC1(O)C(F)(F)F (centres undefined)	0	0	-1.4	98	15	7	104	10	-5
CCCc1ccc2oc(C(=O)NCCCN3CCOCC3)c(C)c2c1	0	1	1.4	110	2	-3	107	13	6
O=C(O)c1ccccc1CSc1nc2ccccc2[nH]1	0	2	-4.0	113	-4	-3	103	3	0
COc1cc(C)c(CN2CCC(Cc3ccccc3)CC2)cc1C	2	.	0.5	100	.	.	98	-1	.
Cc1ccc(-c2nnc(SCC(=O)O)n2N)cc1	1	-1	-0.6	91	1	-2	89	3	5
SMILES	GRK2 inh	Fam108B inh	MEX-5 binding	CIT2 TOR yeast	MCL1-BIM inh	Bcl-xL primary	AGP1-GFP MLPCN	VLA-4 inh	GLD-1 TGE inh
COCCn1c(COc2ccc(C)cc2)nc2ccccc21	2	3	-0.3	105	7	3	100	11	5
N=C1/C(=C/c2ccc(-c3cccc(C(=O)O)c3)o2)C(=O)N=C2SC(CC(=O)N3CCOCC3)=NN12	4	4	-15	100	31	14	97	11	-1
CCOC(=O)c1c(NC(=O)CC2SC(N)=NC2=O)sc2c1CCCC2 (centres undefined)	2	2	-1.1	107	-2	-3	105	11	6
CCOC(=O)Cn1cc(-c2ccccc2)nn1	0	4	1.0	102	-3	-1	104	7	-4
Cc1ccccc1C(=O)Nc1cccc(C(=O)N/N=C/c2ccccn2)c1	3	-1	-0.3	107	2	-3	96	-11	6
Cc1cccc(-c2noc(-c3cc4ccccc4oc3=O)n2)c1	1	5	2.5	102	-3	1	97	8	-1
C=CCn1c(SCC(=O)Nc2sccc2C(N)=O)nc2ccc(Cl)cc2c1=O	1	-8	-0.2	108	8	3	105	-12	12
Cc1[nH]c2ccccc2c1C(=O)CN1C(=O)NC2(CCCCCC2)C1=O	0	.	.	98	-1	1	103	-10	4
O=C(/C=C/c1ccccc1)N/C(=C/c1ccccc1)C(=O)N1CCOCC1	0	9	-0.1	105	2	0	103	11	4
CCOC(=O)C1CCN(C(=O)CCS(=O)(=O)c2ccc3c(c2)CCN3C(=O)CC)CC1	5	2	3.2	108	1	2	103	-6	1
CCC(=O)Nc1cccc(C2=NOC3(C2)C[C@@H](C(N)=O)N(C(=O)c2cc([N+](=O)[O-])cc([N+](=O)[O-])c2C)C3)c1 (some centres undefined)	1	4	1.2	105	4	1	85	-3	8
COc1ccc(NC(=O)CSc2nnc(CNC(=O)c3cccs3)o2)c(OC)c1	1	2	1.7	98	3	2	103	-3	0
COC(=O)COc1nsnc1N1CCOCC1	3	-3	1.2	109	1	2	104	5	3
COc1ccccc1NS(=O)(=O)c1cccc(C(=O)NCc2ccccn2)c1	0	-2	0.9	96	1	5	93	3	2
Cc1cc(C)cc(N(CC(=O)NC2CCCC2)C(=O)CCC(=O)Nc2nc(C)cs2)c1	0	2	-0.3	92	8	6	91	7	1
c1csc(-c2cn3c(n2)SCC3)c1	3	0	1.5	100	-3	3	100	1	2
COc1ccc(CNC(=O)c2ccc(N3CCOCC3)c([N+](=O)[O-])c2)cc1	0	-5	0.5	101	6	-1	93	8	5
CCCCOc1ccc(S(=O)(=O)NNC(=O)c2cc3ccccc3o2)cc1	2	2	1.2	99	4	1	104	18	7
Cc1ccc(C(=O)N2CCC3(CC2)Oc2ccc(Cl)cc2C(=O)C32CC(c3cccnc3)=NO2)s1 (centres undefined)	0	-5	0.7	102	-15	-1	100	0	-1
O=C(CCCC(=O)N(c1ccc2c(c1)OCCO2)C(C(=O)NC1CCCCC1)c1ccc(Cl)cc1)Nc1ccccn1 (centres undefined)	2	-6	2.0	104	-5	0	106	25	-7
Cc1ccc(S(=O)(=O)NC2CCCCC2)cc1C(=O)N1CCC(C(N)=O)CC1	3	.	.	107	6	2	108	-3	7
CCCCCCOC(=O)c1ccc(NC(=O)c2cc(OC)c(OC)c(OC)c2Br)cc1	0	-18	-1.5	99	-3	-1	102	21	-1
COc1ccc(Br)cc1CNc1ccccc1	0	.	-2.9	100	.	.	95	-6	.
Cn1nnnc1Sc1ncnc2scc(-c3ccc[nH]3)c12	0	.	.	102	-4	3	94	-24	-13
Cc1nc2ccccc2c(=O)n1NC(=O)c1cccnc1Cl	3	-4	-1.2	100	1	2	100	0	-2
SMILES	GRK2 inh	Fam108B inh	MEX-5 binding	CIT2 TOR yeast	MCL1-BIM inh	Bcl-xL primary	AGP1-GFP MLPCN	VLA-4 inh	GLD-1 TGE inh
COc1cc(OC)c(C2NC(=O)CCC2[N+](=O)[O-])cc1OC (centres undefined)	0	-1	-2.3	94	4	3	92	-3	-15
CSc1nc(N)n2nc(C(C)(C)C)cc2n1	4	-1	1.6	105	4	4	105	4	3
O=C(Nc1nnc(SCc2ccc(F)cc2)s1)c1ccco1	1	-3	-0.3	96	-8	-4	95	14	2
COc1ccc(N2C(=O)C(C)(C)C2c2c(O)ccc3ccccc23)cc1 (centres undefined)	0	2	0.7	109	-6	1	108	-1	15
N#CC1(NC(=O)COc2ccc(C(N)=O)cc2)CCCC1	5	.	.	110	.	.	106	-8	-3
O=C(N/N=C/c1ccncc1)c1cc2ccccc2cc1O	4	.	1.0	108	.	.	85	6	.
COc1ccc(/C(N)=N/OC(=O)c2cccc([N+](=O)[O-])c2C)cc1OC	0	-2	0.4	94	7	1	98	5	9
COc1cc2oc3ccccc3c2cc1N(CC(=O)N(C)C)S(=O)(=O)c1ccccc1	0	-6	1.3	94	0	1	105	5	-5
COc1ccc([N+](=O)[O-])cc1NC(=O)C(C)OC(=O)c1cccnc1 (centres undefined)	0	-1	0.5	108	4	2	101	15	-10
COc1ccccc1CN(C)C(=O)c1ccc(S(=O)(=O)NCc2ccco2)cc1	44*	.	.	99	7	-1	111	34	2
CC(C)CCNC(=O)c1cc(S(=O)(=O)N2CCc3ccccc32)cn1C	0	-5	-3.0	107	-2	3	105	42	-2
CCOC(=O)c1c(C)n(C)c2ccc(OC(=O)c3ccc([N+](=O)[O-])cc3)cc12	3	5	-1.9	101	-6	0	103	-2	1
COCCCNC(=O)c1cc(OC)c(OC)c(OC)c1	0	-1	2.3	99	10	6	107	18	6

12 structures already listed, sorted by count of non-hydrogen atoms, rising.
SMILES	GRK2 inh	Fam108B inh	MEX-5 binding	CIT2 TOR yeast	MCL1-BIM inh	Bcl-xL primary	AGP1-GFP MLPCN	VLA-4 inh	GLD-1 TGE inh
c1csc(-c2cn3c(n2)SCC3)c1	3	0	1.5	100	-3	3	100	1	2
COc1ccc(Br)cc1CNc1ccccc1	0	.	-2.9	100	.	.	95	-6	.
Cc1ccc(-c2nnc(SCC(=O)O)n2N)cc1	1	-1	-0.6	91	1	-2	89	3	5
O=C(O)c1ccccc1CSc1nc2ccccc2[nH]1	0	2	-4.0	113	-4	-3	103	3	0
Cc1ccccc1NC(=O)CC(=O)Nc1ccccc1C	3	1	0.4	105	6	-1	103	-2	-9
COCCn1c(COc2ccc(C)cc2)nc2ccccc21	2	3	-0.3	105	7	3	100	11	5
Cc1[nH]c2ccccc2c1C(=O)CN1C(=O)NC2(CCCCCC2)C1=O	0	.	.	98	-1	1	103	-10	4
CCCCOc1ccc(S(=O)(=O)NNC(=O)c2cc3ccccc3o2)cc1	2	2	1.2	99	4	1	104	18	7
CCOC(=O)c1c(C)n(C)c2ccc(OC(=O)c3ccc([N+](=O)[O-])cc3)cc12	3	5	-1.9	101	-6	0	103	-2	1
COc1ccc(NC(=O)CSc2nnc(CNC(=O)c3cccs3)o2)c(OC)c1	1	2	1.7	98	3	2	103	-3	0
Cc1ccc(C(=O)N2CCC3(CC2)Oc2ccc(Cl)cc2C(=O)C32CC(c3cccnc3)=NO2)s1 (centres undefined)	0	-5	0.7	102	-15	-1	100	0	-1
CCOc1ccc(-n2c(=O)c3sccc3n(CC(=O)NCCc3ccc(OC)c(OC)c3)c2=O)cc1	11	1	-0.1	90	-2	3	107	-2	7
